BCR signal inh – chronic active BCR signaling inhibition; 340,000 compounds, 0.05% hits; ABC-DLBCL IkBa-CBG/CBR reporter, luminescence ratio, 4 h; Potency, µM (doses to about 46.1 µM), for the others: top-dose ratio change, negative = lower green/red ratio, hits mostly inhibitors; active means well fitted inhibition curve with a large enough effect in the signal ratio, with a control signal flat, not every such curve was filed as active; inconclusive means small, poorly fitted or top-dose-only effect, or effect the other way, or a change in a side signal; the % refers to the signal ratio;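 further: potency means the concentration at half of the fitted maximal effect; plate controls were basal doxycycline-induced cells for no effect and cells given 10 µM MG132 for full effect; MG132 reads +100%, hits lower the ratio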
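Compounds up to 46 uM were incubated four hours with TMD8 cells whose green CBG68 luciferase is fused to IkappaBalpha; red CBR luminescence normalised the signal, and concentration-effect curves were fitted to fusion, red and ratio data.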
GALK inhibitor – inhibitors of human galactokinase | 270,000 compounds, 0.007% hits | Potency, µM (doses to about 57.5 µM), without a hit: at the top dose activity change, negative = inhibition, usual class: inhibitors | AID 1868 | P51570 | Purified GALK, Kinase-Glo residual ATP luminescence; further: potency means the concentration at half of the fitted maximal effect; on the % scale 0 is the no-effect control and ±100 the full control effect
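5 nM enzyme, 35 uM ATP, 100 uM galactose, 20 mM HEPES pH8.0, 5 mM MgCl2; 1 h RT; residual ATP by Kinase-Glo Plus luminescence, qHTS format.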
TCR activator – activates T cell receptor signaling | primary human leukocytes, anti-CD3, IL-2 HTRF, 48 h | Potency, µM (series often up to 9.22 µM), for inactives: at the highest dose activation of IL-2 secretion, actives largely listed as activators | 330,000 tested, under 10 active; further: % of control where 0% means no effect
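Using a-CD3 beads without co-stimulation, primary human leukocytes were exposed to compounds for 48 hr. An HTRF IL-2 kit measured the cytokine, with europium-to-d2 energy transfer producing emission at 665nm upon 320nm excitation.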
A-T KAP1 phos – candidate therapy for ataxia-telangiectasia. […] A-T fibroblasts, KAP-1 phosphorylation AlphaLISA; neocarzinostatin DNA damage 30 min before lysis. Potency, µM (highest dose often 57.5 µM), for the others: at the top dose activation, actives largely listed as activators. 320,000 compounds, 0.19% hits; further: potency means the concentration at half of the fitted maximal effect; % of control where 0% means no effect; nearly all actives have a fitted effect of over 45% in size
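hTERT-immortalized A-T patient fibroblasts ([…]), 500 cells/well in OPTI-MEM, 1% FBS, got compounds for 60 min, then NCS for 30 min at 37C. Lysates were then assayed for phospho-KAP-1 by AlphaLISA (anti-pKAP1 donor, anti-KAP1 acceptor beads), 6 hr at 25C.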
MLL CXXC-DNA inh – inhibitors of human MLL CXXC domain-DNA interaction; Potency, µM (doses to about 115 µM), for inactives: at the highest dose activity change, negative = inhibition, usual class: inhibitors; 290,000 compounds, 0.037% hits; AID 2662; MLL-CXXC / FITC-HOXA9 DNA fluorescence polarization; active means well fitted inhibition curve with a large enough effect in the polarisation, with a control signal flat, not every such curve was filed as active; inconclusive means small, poorly fitted or top-dose-only effect, or effect the other way, or a change in a side signal; inactive means no such curve, though single readings can be large or run the other way; the % refers to the polarisation; further: potency means the concentration at half of the fitted maximal effect
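Fluorescence polarization: 7 uM MLL-CXXC (stock) preincubated 5 min with compounds, then 50 nM fluorescein-HOX-A9 DNA (stock) added; 30 min ambient. Buffer 50 mM Tris-HCl pH 7.5, 50 mM NaCl, 1 mM DTT, 0.05% BSA.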
Coupling enz – counter-screen for Giardia aldolase inhibitors: coupling enzyme system | activity change, negative = inhibition, % at 58.2 µM, hits read low | 290,000 compounds, 0.67% hits | AID 2472 | coupling enzyme system counterscreen, AmpLite Red fluorescence; in the data active means activity change below about -30%; further: on the % scale 0 is the no-effect control and ±100 the full control effect
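Fluorescence at 525 nm excitation and 598 nm emission measured inhibition of the coupled detection system without aldolase. Compounds (at 57.5 uM final) were preincubated 10 min at room temperature with coupling enzyme reagent before a 20 min substrate/AmpLite Red step.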
TSHR antag – human thyrotropin receptor antagonism. 330,000 compounds, 0.2% hits. AID 504810. activity change, negative = inhibition, % at 11.5 µM. TSHR-expressing cells, TSH-stimulated cAMP HTRF, 2 h; hits give low values;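 active means activity change below a set negative limit, meaning inhibition stronger than a set level, cut at about -70% in these data; inconclusive means activity change between two set negative limits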; further: on the % scale 0 is the no-effect control and ±100 the full control effect
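Read-out is FRET at 665 nm (cryptate excitation 337 nm) from a cryptate-tagged anti-cAMP antibody, competed by cell cAMP against cAMP-d2. Compounds are tested on freshly harvested TSHR cells challenged with 4nM TSH (EC80) for 2 hours at 37 deg C.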
Tb PFK inh – T. brucei PFK enzyme inhibition | AID 485367 | O15648 | Potency, µM (series often up to 57.5 µM), inactives show at the highest dose activity, negative = inhibition, hits mostly inhibitors | 330,000 compounds, 0.17% hits | T. brucei PFK, ADP-Glo luminescence;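 further: potency means the concentration at half of the fitted maximal effect; 0% = uninhibited 1x PFK enzyme wells and -100% = no-enzyme wells; nearly all actives have a fitted effect of over 60% in size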
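PFK 1.25 nM, F6P 0.5 mM, ATP 0.1 mM, 0.1 M TEA pH 8.0, 5 mM MgCl2, 0.01% Tween20, 0.1% BSA; 45 min RT. ADP-Glo readout. qHTS titration up to 57 uM; curves fitted, compounds curve-classed.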
hERG WT inh – KCNH2 (human, wildtype) channel inhibition; Q12809; U2OS, BacMam KCNH2, thallium flux FluxOr; hits give low values; activity change, % at 1.84 µM; 340,000 compounds, 0.37% hits;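 active means maximum activity change below -70%; inconclusive means maximum activity change between -70% and -50%; inactive means maximum activity change above -50%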; further: on the % scale 0 is the no-effect control and ±100 the full control effect
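U2OS cells were transduced with wild-type KCNH2 virus (2.03 x 10^8 / mL) for 4 h at room temperature, then cultured overnight at 37 C. Thallium flux was read with FluxOr dye. Rate constants were normalized to DMSO controls.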
Giardia kill – Giardia lamblia killing. activity change, % at 7.66 µM, hits read low. 340,000 compounds, 0.15% hits. Giardia lamblia trophozoite viability; in the data active means activity change below about -80%; inconclusive means between about -30% and that limit;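 further: parasites exposed to compound for two days anaerobically before the ATP read; on the % scale 0 is the no-effect control and ±100 the full control effect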
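Giardia trophozoites, 100 cells per well, were exposed to compounds for 48 hrs at 37 deg C under anaerobic conditions; viability was then read as ATP content by bioluminescence after 15-30 min at room temperature.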
* marks the source's active call; other numbers are inactive results; i = inactive; ? = inconclusive; . = not tested or not shown; & = joins results of further samples; [ ] = dose if it differs, or a comment. Unless noted, the call rests on the fitted dose curve; in most records, active means well fitted curve in the direction sought with a large enough effect; inconclusive means small, poorly fitted or top-dose-only effect, or another doubt; inactive means no such curve, though single readings can be large; an effect the other way counts as inactive or inconclusive. An unsorted share of the library; 1.6% or so of the library scored in one or more.

SMILES	BCR signal inh	GALK inhibitor	TCR activator	A-T KAP1 phos	MLL CXXC-DNA inh	Coupling enz	TSHR antag	Tb PFK inh	hERG WT inh	Giardia kill
CCn1c(SCC(=O)N2CCCC2)nc2ccccc21	-8%	15%	-2%	11%	-2%	0	1	11%	-14	2
Cc1ncsc1C(=O)N1CCCC(C(=O)c2ccc3ccccc3c2)C1 (stereo not drawn)	1%	2%	1%	7%	-9%	2	9	-3%	-6	-15
CCOC(=O)/C=C/C(=O)Nc1ccc(Oc2ccccc2)cc1	-12%	-1%	0%	1%	-2%	-2	-26	3%	7	-29
CC(C)CCn1c(CN2CCN(C(=O)c3ccco3)CC2)nc2c1c(=O)n(C)c(=O)n2C	-12%	0%	-4%	4%	0%	0	-17	3%	-10	-7
CSCC[C@H](NC(=O)N1CCn2c1nc1ccccc12)C(=O)NCc1ccc(C)cc1	0%	4%	13%	-1%	-5%	.	4	-1%	19	5
O=C(CN1C(=O)c2ccccc2S1(=O)=O)NCc1ccc(F)cc1	-2%	3%	0%	-1%	7%	.	8	1%	2	-4
c1cnc2ncc3sccc3c2c1	0%	.	1%[46.1 µM]	-6%	24%	5	7	-1%	14	9
Clc1ccc(COc2ccccc2CNCc2cccnc2)cc1	-8%	-2%	-1%	3%	2%	-5	-6	-3%	24	0
Cc1ccc(-c2c(C(=O)N3CCOCC3)oc(=O)c3ccccc23)cc1	-9%	2%	0%	21%	-2%	1	-7	0%	-3	-6
C/C(=N\NC(=O)C1CC1)c1ccc(C(C)(C)C)cc1	-7%	0%	-11%	11%	-15%	.	3	-7%	11	19
Cc1ccccc1Nc1nc(Nc2ccccc2C)nc(SC2=NCCS2)n1	?	-1%	1%	2%	23%	-4	-17	0%	-1	7
CC(=O)Nc1cccc(C(=O)OCC(=O)Nc2ccc(Cl)cn2)c1	19%	.	4%	1%	.	.	-5	1%	-5	8
COc1cccc(C2C(C#N)=C(N)OC(C(C)(C)C)=C2C#N)c1 (stereo not drawn)	-2%	0%	2%	16%	-17%	-29	11	1%	-4	13
CCN(CC)Cc1c(O)c(Cl)cc2c3c(c(=O)oc12)CCCC3	2%	-2%	3%	?	-2%	1	23	2%	-16	-8
Cc1cccc(-n2ccc(=O)c(C(=O)Nc3ccc(S(=O)(=O)Nc4nccc(C)n4)cc3)n2)c1	-4%	2%	6%	3%	5%	.	-1	0%	5	5
Cc1cccc(NC(=O)CSc2nc3ccc(N4C(=O)c5ccccc5C4=O)cc3s2)c1C	-14%	1%	-1%	5%	32%[activator]	4	12	-1%	1	8
O=C(Nc1ccc(Cc2ccncc2)cc1)c1cccs1	?	0%	1%	0%	2%	-2	0	0%	0	-17
O=[N+]([O-])c1ccc(-n2nncc2-c2ccc(Cl)cc2)cc1	9%	0%	0%	0%	6%	8	-10	-1%	28	-6
N#CCCN(C(=O)CSc1nc2nc(-c3cccs3)cc(C(F)(F)F)c2c(=O)[nH]1)c1ccccc1	0%	5%	-6%	-1%	-3%	10	7	-5%	-2	-6
CCOc1ccc(Nc2nc(N)nc(CN3CCN(c4ccccc4F)CC3)n2)cc1	-6%	-2%	3%	0%	27%	-2	-7	-3%	i	-25
CCN(CC)CC#CC(C)OCOCC#CCOC (stereo not drawn)	2%	-2%	-2%	-2%	-3%	-1	0	-1%	22	4
CCOC(=O)N1CCN(c2nc3ccccc3n3cnnc23)CC1	-1%	6%	-6%	0%	23%	0	-3	-1%	-5	3
CC(C)(C)NC(=O)C[n+]1ccc(C(N)=O)cc1	-6%	1%	1%	2%	-3%	4	9	1%	-9	2
COc1ccc(C(=O)COC(=O)Cn2c(C)csc2=O)c(OC)c1	?	.	-7%	18%	.	.	-5	?	37	-8
Cc1ccc(C(=O)NC(=S)Nc2ccc(NC(=O)c3cccs3)cc2)cc1[N+](=O)[O-]	1%	1%	3%	-4%	23%	-1	-7	-3%	1	4
CCc1ccc(CCC(=O)Nc2ccc(S(N)(=O)=O)cc2)o1	12%	0%	-178%	0%	-3%	0	5	-7%	8	-3
CCC(C)(C(=O)NC1CCCCC1)N(C(=O)c1ccccn1)c1ccc(C)cc1 (stereo not drawn)	?	-1%	4%	5%	-23%	2	-1	3%	-3	-12
Cc1sc(NC(=O)c2ccco2)c(C(c2cccnc2)N2CCN(C)CC2)c1C (stereo not drawn)	?	.	3%	4%	3%	7	-4	-2%	-2	-3
CCOc1cc(/C=N/NC(=O)c2ccncc2)cc(Cl)c1OS(C)(=O)=O	1%	0%	4%[46.1 µM]	-9%	2%	-6	11	-4%	9	-8
Cc1c2c(nc3ccccc13)OCC2	-10%	.	3%	7%	-1%	0&0	5	4%	-20	19
Cc1cc(F)ccc1NC(=O)C(C)n1c2ccccc2c2nc(=O)cc(C)n21 (stereo not drawn)	?	2%	0%	1%	3%	5	0	2%	-2	-1
O=C(COC(=O)CNC(=O)c1ccc(-c2ccccc2)cc1)NCc1ccco1	1%	3%	8%	-1%	-3%	2	-11	?	-23	14
Cn1c(SCC(=O)Nc2ccccc2Oc2ccccc2)nnc1C1CC1	?	.	1%	1%	.	.	-10	1%	-110*	-16
COc1ccc(C(=O)CCS(=O)(=O)c2ccc(C)cc2)cc1	?	-3%	2%	10%	14%	-5	-15	-8%	-1	2
COc1cc(C2CC(=O)Nc3ccccc3S2)cc(OC)c1OC (stereo not drawn)	?	-1%	5%	-4%	1%	4	-14	-2%	-12	2
O=C(NCC1CCCCC1)C1(CC2CC(c3cccc(Br)c3)=NO2)CCNCC1 (stereo not drawn)	?	.	-22%	-11%	7%	-1	33	0%	-6	-3
Cc1ccc(F)c(NC(=O)c2c(-c3ccccc3)noc2C)c1	-2%	-9%	8%	23%	39%[activator]	.	4	1%	?	-11
CC(C)(C)OC(=O)NCCCCCC(=O)N/N=C/c1coc2ccccc2c1=O	-6%	1%	10%	4%	1%	1	-3	0%	-3	3
O=c1onc(-c2cccnc2)n1-c1ccccc1F	-1%	1%	2%	1%	-3%	1	0	0%	-1	6
O=S(=O)(NCc1ccc(Cl)cc1Cl)c1cccs1	?	0%	-3%	-8%	-1%	-5	29	2%	-15	-10
CC(=O)CSc1nnc(Cc2ccc3c(c2)OCO3)o1	?	-3%	-1%[46.1 µM]	-5%	-3%	2	-1	-3%	2	2
CCOCCCNC(=O)c1cn(C)c2ccc(S(=O)(=O)N(C)C3CCCCC3)cc2c1=O	-1%	3%	.	2%	-18%	-4	-2	3%	.	.
O=C(NC(Cc1ccc(O)cc1)C(=O)O)c1ccc2c(c1)OCO2 (stereo not drawn)	-3%	.	0%	-3%	.	.	-1	-1%	14	-22
Brc1ccc(-c2cnc3n2CCCC3)cc1	?	2%	-7%	-3%	7%	4	-4	2%	14	24
CCN1C(=O)[C@H]2[C@@H](c3ccc(OC)cc3)N3C(=O)CN(CC4CC4)C(=O)[C@@]3(C)[C@H]2C1=O	0%	.	0%	3%	6%	0	3	1%	.	6
Cc1ccc(N2C(=O)CC(Cc3ccc(Cl)cc3)C2=O)cc1 (stereo not drawn)	6%	-4%	.	4%	0%	-1	-7	2%	6	16
Nc1cc(N)nc(SCC(=O)c2ccccc2)n1	?	-3%	-2%	4%	-7%	0	-1	0%	7	-1
O=C(CN1CCN(Cc2ccc(Cl)cc2)CC1)N/N=C/c1cccs1	9%	0%	0%	-11%	7%	1	-7	1%	14	4
CCCCc1nc2n[nH]c(N)c2c2c1CSC(C)(C)C2	?	-1%	-1%	-1%	-4%	3	13	1%	2	-1
O=S(=O)(NCC(c1cccnc1)N1CCOCC1)c1ccc(Cl)cc1 (stereo not drawn)	2%	0%	-4%	0%	6%	0	13	-19%	-3	9
COc1ccc(N(C)C(=S)Oc2ccc(C(=O)Nc3ccccc3)cc2)cc1	-4%	-1%	.	1%	0%	-1	-15	-1%	.	.
O=C(Cn1cncn1)N/N=C/c1cc([N+](=O)[O-])ccc1O	-13%	-4%	1%	-3%	-13%	0	-5	2%	-104*	-27
Cc1ccc2c(c1)N(CCC(=O)NC1CCCCC1C)C(=O)CO2 (stereo not drawn)	?	-1%	-3%	-6%	-3%	1	26	-15%	-12	-24
O=C(Nc1ccc(C(=O)N2CCCC2)cc1)c1ccccc1Br	?	-3%	3%	-1%	-13%	.	8	-5%	-8	8

Screens: PubChem, National Center for Advancing Translational Sciences (NCATS)
